Screens: PubChem BioAssay, The Scripps Research Institute Molecular Screening Center
TEAD-YAP inh = TEAD-YAP interaction inhibition; AID 1259422; 1.4% of 640,000 active; inhibition, % at 9.12 µM; HEK-TIYL cells, TEAD-Gal4/YAP UAS-luciferase luminescence; in the data active = inhibition above about 32%;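 also: 0% = median of test compound wells and 100% = reference inhibitor wells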
GPR151 ag = activates the human receptor GPR151; PathHunter beta-arrestin GPR151 cells, luminescence; activation, % at 11.2 µM; 1% of 650,000 active; AID 1508602; in the data active = activation above about 4.9%;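 also: 0% = median of compound wells and 100% = cells with positive control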
Target sequence (Q8TDV0 whole entry, looked up): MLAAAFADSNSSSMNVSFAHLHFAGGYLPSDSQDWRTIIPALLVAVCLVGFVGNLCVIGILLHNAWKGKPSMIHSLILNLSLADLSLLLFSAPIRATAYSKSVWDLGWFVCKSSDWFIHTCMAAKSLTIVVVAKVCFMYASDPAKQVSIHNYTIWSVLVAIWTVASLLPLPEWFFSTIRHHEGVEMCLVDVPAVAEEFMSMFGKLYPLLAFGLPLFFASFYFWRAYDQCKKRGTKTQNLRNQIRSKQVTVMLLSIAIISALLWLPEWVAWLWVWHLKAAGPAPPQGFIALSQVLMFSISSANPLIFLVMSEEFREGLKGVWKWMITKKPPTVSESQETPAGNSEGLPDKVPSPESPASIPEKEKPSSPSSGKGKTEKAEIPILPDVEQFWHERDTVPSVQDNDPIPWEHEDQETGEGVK
MITF primary = blocks human microphthalmia-associated transcription factor. AID 1259374. 0.91% of 650,000 active. O75030. AlphaScreen MITF homodimerization, bead proximity signal. inhibition, % at 2.6 µM; in the data active = inhibition above about 50%;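 also: 0% = vehicle wells with protein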
Target sequence (O75030 whole entry, looked up): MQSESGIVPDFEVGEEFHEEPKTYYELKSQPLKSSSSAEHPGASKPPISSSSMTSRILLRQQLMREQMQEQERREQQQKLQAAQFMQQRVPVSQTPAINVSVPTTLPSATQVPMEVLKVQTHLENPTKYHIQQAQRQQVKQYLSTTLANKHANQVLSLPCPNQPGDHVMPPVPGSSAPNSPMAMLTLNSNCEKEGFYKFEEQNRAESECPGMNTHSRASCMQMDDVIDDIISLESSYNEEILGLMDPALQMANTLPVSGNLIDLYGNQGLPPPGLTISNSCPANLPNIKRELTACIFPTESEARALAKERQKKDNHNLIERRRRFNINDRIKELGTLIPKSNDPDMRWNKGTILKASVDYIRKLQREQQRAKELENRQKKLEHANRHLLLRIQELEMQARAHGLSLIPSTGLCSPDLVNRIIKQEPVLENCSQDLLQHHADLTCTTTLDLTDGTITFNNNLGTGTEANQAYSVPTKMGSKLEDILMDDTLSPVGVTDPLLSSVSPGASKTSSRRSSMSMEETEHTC
FBW7 activator = human FBW7 E3 ligase activation, primary screen; AlphaScreen FBW7–phospho-cyclin E peptide binding, activator screen; normalized activity (activation), % at 26.1 µM; 0.13% of 650,000 active; AID 1259310; in the data active = normalized activity above about 1.9%;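 also: purified mutant Fbw7 with reduced substrate affinity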
* marks the source's active call; other numbers are inactive results.

A first look:
SMILES	TEAD-YAP inh	GPR151 ag	MITF primary	FBW7 activator
Cn1c(/C(C#N)=C(\O)c2ccc(C#N)cc2)nc2ccccc21	4	-0.3	37	-0.1
Cc1ccc(CN2CCN3C(=O)[C@H](Cc4ccc(Cl)cc4)NC(=O)[C@H]3C2)c(C)c1	-9	0.4	-11	-0.2
CC(C)[C@@H](Cn1nnc2ccccc21)NC(=O)c1ccccn1	6	1.1	0	0.0
COCCn1nnnc1CN1CCC(Nc2nc(C)c(C)c(=O)[nH]2)CC1	-1	0.8	5	0.0
CCN(CC)CCN(C)Cc1cccc([N+](=O)[O-])c1	-2	-0.9	15	-0.2
COc1ccccc1S(=O)(=O)Cc1c(-c2ccccc2)nn(C)c1Cl	3	0.7	2	-0.1
Oc1ccc(-c2nc(-c3ccc4sc5ccccc5c4c3)c(-c3ccccc3)[nH]2)cc1O	6	-1.3	12	0.0
COC(=O)C1=C(C)NC2=C(C(=O)CCC2)C1c1ccc(-c2ccccc2)cc1 (stereo not given)	9	-0.7	-12	0.0
CC1=C(Cc2ccc3c(c2)OCO3)SC2=NS(=O)(=O)CCN21	4	-1.3	16	0.1
CCCOc1ccc(/C(O)=C2/C(=O)C(=O)N(CCN3CCOCC3)C2c2ccc(C(C)(C)C)cc2)c(C)c1 (stereo not given)	-8	-0.1	-2	-0.3
COC(=O)c1ccccc1S(=O)(=O)N(CCCN1CCOCC1)Cc1cccs1	-7	0.2	30	0.0
CN(C)CCC(OC(=O)c1ccccc1)c1ccc(S(C)(=O)=O)cc1 (stereo not given)	6	-2.0	-14	0.0

This part in full (from the top)
SMILES	TEAD-YAP inh	GPR151 ag	MITF primary	FBW7 activator
Cn1c(/C(C#N)=C(\O)c2ccc(C#N)cc2)nc2ccccc21	4	-0.3	37	-0.1
Cc1ccc(CN2CCN3C(=O)[C@H](Cc4ccc(Cl)cc4)NC(=O)[C@H]3C2)c(C)c1	-9	0.4	-11	-0.2
CC(C)[C@@H](Cn1nnc2ccccc21)NC(=O)c1ccccn1	6	1.1	0	0.0
COCCn1nnnc1CN1CCC(Nc2nc(C)c(C)c(=O)[nH]2)CC1	-1	0.8	5	0.0
CCN(CC)CCN(C)Cc1cccc([N+](=O)[O-])c1	-2	-0.9	15	-0.2
COc1ccccc1S(=O)(=O)Cc1c(-c2ccccc2)nn(C)c1Cl	3	0.7	2	-0.1
Oc1ccc(-c2nc(-c3ccc4sc5ccccc5c4c3)c(-c3ccccc3)[nH]2)cc1O	6	-1.3	12	0.0
COC(=O)C1=C(C)NC2=C(C(=O)CCC2)C1c1ccc(-c2ccccc2)cc1 (stereo not given)	9	-0.7	-12	0.0
CC1=C(Cc2ccc3c(c2)OCO3)SC2=NS(=O)(=O)CCN21	4	-1.3	16	0.1
CCCOc1ccc(/C(O)=C2/C(=O)C(=O)N(CCN3CCOCC3)C2c2ccc(C(C)(C)C)cc2)c(C)c1 (stereo not given)	-8	-0.1	-2	-0.3
COC(=O)c1ccccc1S(=O)(=O)N(CCCN1CCOCC1)Cc1cccs1	-7	0.2	30	0.0
CN(C)CCC(OC(=O)c1ccccc1)c1ccc(S(C)(=O)=O)cc1 (stereo not given)	6	-2.0	-14	0.0
O=C(NCCc1nnc2n1CCN(Cc1cc3ccccc3o1)CC2)C1CCC1	-1	0.0	5	0.1
Cc1ccc(NC(=O)CN2CCN(c3nccn3-c3cccc(Cl)c3)CC2)c(C)c1	19	-0.7	15	-0.2
CC[C@@H](Cn1nnc2ccccc2c1=O)NC(=O)Cc1ccc(OC)cc1	2	0.8	-14	0.0
CCc1cn[nH]c1C1CCCN(Cc2ccc3nsnc3c2)C1 (stereo not given)	-16	0.1	-7	0.1
COCCOC(=O)c1c(N)sc2c1CCCC2	3	3.9	16	0.1
Nc1ccc(-c2ccc([N+](=O)[O-])cc2)cc1	-34	-0.5	-8	0.0
CCn1cc(Br)c(C(=O)Nc2ccc(F)c(Cl)c2)n1	-48	0.2	-4	0.0
Cc1cc2c(cc1S(=O)(=O)N1CCOCC1)OCC(=O)N2	2	0.3	6	-0.1
COc1ccc2nc(SCC(N)=O)[nH]c2c1	-4	0.6	6	0.5
COc1ccc(-c2cc(C(=O)NCc3ccc4c(c3)OCO4)on2)cc1OC	-2	-0.8	6	-0.2
Fc1cccc(-c2nc3ccccc3[nH]2)c1	-43	-5.3	1	0.1
CCCCCn1c(SCC(=O)C(C)(C)C)nc2cc(C(=O)N3CCCCC3)ccc2c1=O	11	2.5	14	0.3
COC(CN(C)C(=O)c1c(C(F)(F)F)nc2ccccn12)OC	-1	-0.6	-2	-0.4

Other entries.
SMILES	TEAD-YAP inh	GPR151 ag	MITF primary	FBW7 activator
CNC(=O)CSc1nc(C2CCCCC2)nc2c1c(=O)n(C)c(=O)n2C	-1	0.1	-9	-0.1
O=C(CSc1nccc(=O)[nH]1)Nc1cccc(Br)c1	15	-0.7	-4	-0.1
CC1CCCCN1C(=O)c1ccccc1I (stereo not given)	2	0.2	-8	-0.1
O=C(Nc1cccc2ccccc12)C1CCCN(C(=O)NC2CCCCC2)C1 (stereo not given)	-3	-0.3	-3	0.1
COc1ccc(-n2c(COc3ccc4c(c3)OCO4)nnc2SCC(=O)O)cc1	9	-3.1	21	1.0
O=C(NCC1CCCO1)C1CC=CCC1C(=O)OCC(F)(F)C(F)F (stereo not given)	-4	1.6	3	-0.1
CCc1ccccc1N1C(=O)NC2CC1(C)Oc1ccc([N+](=O)[O-])cc12 (stereo not given)	-2	0.6	7	-0.1
C=CCn1c(SCC(=O)Nc2ccc(C(=O)OCC)cc2)nnc1-c1cccnc1	-1	-0.2	1	-0.1
CCOC(=O)N1CCN(C(=O)CSc2ncccn2)CC1	4	1.6	-1	-0.1
CS(=O)(=O)c1ccc2nc(NC(=O)C3=COCCO3)sc2c1	-13	-1.2	10	-0.1
CCOc1ccc2nc(N3CCCC(NCC4CCOCC4)CC3)nc(C)c2c1 (stereo not given)	0	-1.0	5	0.2
Cc1ccc(C(=O)NCCNC(=O)CN2CCCC2)cc1	2	-1.3	2	0.0
O=c1c2c(-c3ccccc3)csc2ncn1/N=C/c1c(Cl)nc2ccccn12	15	2.6	8	0.0
Cc1ccc(NC(=O)c2ccc(Cl)cc2[N+](=O)[O-])cc1	-17	-0.7	18	-0.1
CC(C)c1ccc2[nH]c(O)c(N=NC(N)=O)c2c1	-2	-0.4	5	-0.1
CC1=NN(c2nc(-c3ccccc3)cs2)C(=O)C1N=Nc1cccc(CO)c1 (stereo not given)	5	-0.7	14	0.9
CSc1ccc(CCNC(=O)CCc2c(C)nc3c(c(C)nn3C)c2C)cc1	14	0.8	-16	0.1
O=C(c1ccc2c(=O)n(C3CCCC3)c(=S)[nH]c2c1)N1CCc2ccccc21	12	-1.4	2	0.7
COc1ccc(NC(=O)c2cc(CNCc3cccc(F)c3)cc(NC(C)=O)c2)cc1	6	-0.1	15	0.2
CC(C)c1[nH]nc2c1C(c1ccc(OC(=O)c3ccco3)cc1)C(C#N)=C(N)O2 (stereo not given)	2	0.5	10	0.0
Cc1ccc(NS(=O)(=O)c2ccc3c(c2)n(C)c(=O)c(=O)n3C)cc1	5	0.0	10	-0.1
CCOC(=O)C1=C(C)N=c2s/c(=C\c3cc4c(cc3Br)OCO4)c(=O)n2C1c1ccccc1 (stereo not given)	1	1.7	7	0.1
O=C(NC1CCCCC1)c1ccc2c(=O)n(CCc3ccccc3)c(=O)[nH]c2c1	-2	-0.2	-44	-0.1
C/C(=N\NC(=O)c1ccccc1Br)c1ccc(C#N)cc1	-8	2.3	-6	-0.1
CCc1cccc(C)c1NC(=O)c1sc2[nH]c(=O)c(C(=O)O)cc2c1N	2	1.5	-1	-0.1

Going on with the list:
SMILES	TEAD-YAP inh	GPR151 ag	MITF primary	FBW7 activator
CC1CC(C(F)F)n2nc(C(=O)Nc3ccccc3Cc3ccccc3)nc2N1 (stereo not given)	-4	-0.2	-7	-0.1
CC(C)(C)NS(=O)(=O)c1ccc(OCC(=O)NCc2ccncc2)cc1	16	0.2	6	-0.2
CN(C)CCC(O)(c1ccccc1)c1ccccc1	-1	-0.5	3	0.1
O=C(Nc1ccc2nc(NC(=O)C3CCCCC3)sc2c1)c1cccs1	9	-0.5	3	0.2
Cc1ccc(-n2c3c(cc(C(=O)Nc4ccccc4)c2=O)C(=O)CC(C)(C)C3)cc1	0	0.2	12	-0.1
O=C(CCCCCn1c(SCc2ccccc2Cl)nc2ccccc2c1=O)NCc1ccco1	-2	-0.6	20	0.7
O=c1/c(=C/c2cn(Cc3ccccc3F)c3ccccc23)sc2nc3ccccc3n12	0	3.2	11	0.5
Cc1ccc(S(=O)(=O)N2CCN(S(=O)(=O)Cc3ccccc3)CC2)cc1	-1	-0.2	36	-0.2
COc1ccccc1C(=O)Nc1ccc(-c2nc3cc(C)ccc3o2)cc1	6	0.4	8	0.2
CCOC(=O)c1ccc(CN(Cc2ccccc2C)S(=O)(=O)c2ccc(F)c(C(=O)Nc3cccc(OC)c3)c2)cc1	-12	0.3	-1	0.0
CC12C=CC(C)(O1)C1C(=O)N(c3ccc(-c4ccccc4)cc3)C(=O)C12 (stereo not given)	-3	5.7*	-13	-0.1
COc1ccc(-n2nc(C(=O)NCC(=O)Nc3ccc4c(c3)OCCO4)c3ccccc3c2=O)c(OC)c1	-14	-0.5	-4	0.0
O=C1NC2(CCCCC2)C(=O)N1/N=C/c1ccccc1I	-10	1.1	3	0.0
CCOC(=O)c1cn(-c2cccc([N+](=O)[O-])c2)c2cc(Cl)c([N+](=O)[O-])cc2c1=O	2	-0.2	1	0.1
Cn1c(=O)[nH]c(=O)c2c1nc(N1CCC(C(N)=O)CC1)n2Cc1ccccc1F	-10	0.9	22	0.5
Cc1cccc(-n2c(N)cc(=O)[nH]c2=S)c1	-4	3.5	10	0.0
Cc1ccc(Oc2nc3ccccn3c(=O)c2/C=C(\C#N)C(=O)NCC2CCCO2)cc1 (stereo not given)	0	-6.1	-2	0.0
O=C(CCCn1c(=S)[nH]c2ccsc2c1=O)NCC1CCCO1 (stereo not given)	1	0.9	7	0.0
OCCC1CN(Cc2ccccc2O)CCN1CCc1ccccc1 (stereo not given)	11	3.0	16	0.1
COc1cccc(CNCc2c(C(=O)O)n(Cc3cc(C)ccc3C)c3ccccc23)c1	12	-0.7	9	0.8
Cc1cc2cc(CN(CCCO)S(=O)(=O)c3ccccc3F)c(=O)[nH]c2cc1C	2	-1.1	15	0.9
Cc1ccc(Nc2nc(-c3cc4cc(Br)cc(Br)c4oc3=O)cs2)cc1	-2	-0.1	-1	0.0
CN1CCN(CCOCCOc2cccc(C(F)(F)F)c2)CC1	7	-0.2	7	0.1
CN1/C(=C\C(=O)COC(=O)c2cccnc2)C(C)(C)c2ccccc21	-2	0.2	19	0.4
COCCN(C(=S)Nc1cc(C)cc(C)c1)C1CCN(C(C)=O)CC1	-7	0.5	3	-0.1

Further entries follow:
SMILES	TEAD-YAP inh	GPR151 ag	MITF primary	FBW7 activator
O=C(c1c[nH]c2ccc(F)cc2c1=O)N1CCCCCC1	3	-0.2	-9	0.0
CCOC(=O)c1cnc2c(Cl)cccc2c1NCCCN1CCOCC1	3	2.5	9	0.0
CC1=NN(c2ccc(C(=O)O)cc2)C(=O)/C1=C\c1cc([N+](=O)[O-])ccc1O	0	-0.4	2	-0.9
CCc1nnc(NC(=O)CCc2ccc(C)o2)s1	-8	-0.2	-6	-0.1
COc1cc([N+](=O)[O-])ccc1NC(=O)c1cc(Cl)ccc1O	-64	-0.6	12	0.5
O=S(CC(O)COCc1ccccc1)c1ccccn1 (stereo not given)	-6	1.0	-4	-0.1
CC(=O)Nc1ccc(OCC(=O)Nc2ccc(Cl)c(C(F)(F)F)c2)cc1	-5	-1.1	9	0.2
CCn1c(=O)[nH]c2c(C(N)=O)nc(-c3cccnc3)nc21	2	0.8	-3	0.0
CCN1CCN(c2cc(=O)n(C3CCCCC3)c(=O)[nH]2)CC1	-20	-0.5	6	-0.1
O=C(CSc1nc2ccsc2c(=O)n1-c1ccc(F)cc1)Nc1ccccc1Cl	33*	-0.4	9	0.6
Cc1cc(=O)[nH]c2nnc(SCC(=O)Nc3ccc(Cl)cc3)n12	8	-1.2	-9	0.1
COc1cccc(OCC(O)CNC(C)(C)CO)c1 (stereo not given)	0	0.5	7	0.1
COc1ccc(CCN(C)C2CCCN(C(=O)CCc3ccco3)C2)cc1OC (stereo not given)	-33	0.8	6	-0.1
Cc1ccc(-c2cc(C(F)(F)F)n3ncc(C(=O)Nc4ccc(Cl)c(C(F)(F)F)c4)c3n2)cc1	-4	1.8	9	0.0
CCOc1cc(C(=O)NCc2n[nH]c(=S)n2-c2ccc(Br)cc2)cc(OCC)c1OCC	-13	0.9	4	-0.1
c1ccc(Oc2ccc(Nc3nc(N4CCc5ccccc5C4)nc4c3ncn4-c3ccccc3)cc2)cc1	-6	-1.0	3	-0.1
Cc1ccc(CNc2nc(CN(C)C(C)c3ccon3)nc3ccccc23)o1 (stereo not given)	3	2.4	20	-0.5
CCOc1ccc(-c2nc(COC(=O)CNC(=O)c3cccc(F)c3)cs2)cc1OC	-15	-0.4	-2	0.0
O=C(O)Cc1ccc(NC(=O)c2ccc3c(c2)C(=O)N(Cc2cccnc2)C3=O)cc1	3	4.5	14	0.8
COc1ccc(-c2ccc(=O)n(CC(=O)Nc3ccc(C(=O)NC4CC4)cc3)n2)cc1OC	4	0.6	7	0.6
O=C(c1ccccc1)N1CCN(c2ccccc2F)CC1	-4	-0.4	14	0.0
CC(C)(C)OC(=O)NNS(=O)(=O)c1cccc([N+](=O)[O-])c1	4	-0.8	10	1.5
OC(c1cccnc1)c1ccc2c(c1)CN(Cc1nc(-c3ccccc3)cs1)CCO2 (stereo not given)	2	1.0	11	0.1
N#C/C(=C\c1cccc(Cl)c1)c1nc(-c2ccc(Br)cc2)cs1	0	-0.3	-11	0.0
CCN(CC)c1ccc(/C=N\Nc2nncc(-c3ccccc3)n2)cc1	-1	-0.3	12	0.1
